# Source: PubChem (Sanford-Burnham Center for Chemical Genomics)
# APOBEC3G inh: APOBEC3G (human) deaminase inhibition; recombinant A3G, ssDNA deamination FAM/TAMRA fluorescence; inhibition, % at 20 µM; hit rate 0.28% among 330,000;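 active = inhibition of at least 40% at 20 µM, with no more than 30% in the related APOBEC3A deaminase screen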;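 also: plate controls were DMSO wells with A3G for no effect and wells lacking A3G enzyme for full effect; some compounds called inactive have numbers as strong as hits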
# Target sequence (Q9HC16 whole entry, looked up): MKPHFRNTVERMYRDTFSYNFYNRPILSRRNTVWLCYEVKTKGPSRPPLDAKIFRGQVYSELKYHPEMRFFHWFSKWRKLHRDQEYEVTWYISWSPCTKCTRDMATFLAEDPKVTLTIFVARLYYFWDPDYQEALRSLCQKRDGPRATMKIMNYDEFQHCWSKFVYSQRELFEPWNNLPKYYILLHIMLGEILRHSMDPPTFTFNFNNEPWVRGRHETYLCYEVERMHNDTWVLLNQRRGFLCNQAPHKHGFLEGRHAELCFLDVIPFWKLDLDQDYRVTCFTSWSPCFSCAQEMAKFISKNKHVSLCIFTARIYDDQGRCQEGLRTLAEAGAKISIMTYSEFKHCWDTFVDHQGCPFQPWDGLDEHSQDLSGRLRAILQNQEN
# GRIN3A LBD mod: modulates the human NR3A ligand-binding domain; Tm shift relative to glycine control, % at 25 µM; hit rate 2.5% among 340,000; AID 1259313; NR3A LBD differential scanning fluorimetry, Tm shift; 0% = protein alone, 100% = glycine-bound protein;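 active = melting temperature shift of at least 10% of the positive control shift, at one fixed dose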
# mIAP block: blocks mouse intestinal alkaline phosphatase. inhibition, % at 10 µM. purified mouse IAP, CDP-Star luminescence, 30 min. hit rate 0.2% among 330,000;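 active = inhibition of at least 40% at 10 µM in the primary screen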;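 also: plate controls were DMSO with enzyme for no effect and no enzyme wells for full effect; values of inactives mirror those of a sister screen read the other way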
# mIAP activ: increases mouse intestinal alkaline phosphatase activity | muIAP, CDP-Star luminescence, 30 min; hits give high values; 1 = vehicle-only enzyme signal, 0 = enzyme-free wells | activation factor at 10 µM | hit rate 0.24% among 330,000;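 active = activation factor of at least 2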; also: the source names both 10 and 20 µM as test concentration; values of inactives mirror those of a sister screen read the other way
#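 also added = chemiluminescent substrate CDP-Star | test system = mouse IAP enzyme | signal = chemiluminescence readout | compound = DMSO-dissolved test compounds | incubation = 30 min at room temperature | benchmarks = DMSO wells, no-enzyme wells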
# beta cell repl: MIN6 beta-cell proliferation induction | MIN6 cells proliferation, ATPlite luminescence, 48 h; cells starved in 0.2% serum; 100% = growth in 10% serum | AID 2380 | proliferation, % at 10 µM | hit rate 0.29% among 330,000;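 active = compounds whose signal lies at least 3.5 SD above the mean of all wells on their plate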;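 also: 0% = DMSO-treated cells in low-serum medium and 100% = 10% serum control; some compounds called inactive have numbers as strong as hits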
# hIAP act: human IAP activation; P09923; purified human IAP, CDP-Star luminescence, 30 min; hits give high values; 1 = vehicle-only enzyme, 0 = enzyme-free background; activation factor at 10 µM; hit rate 0.16% among 330,000; AID 2524;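 active = activation factor of the enzyme at least 2-fold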; also: the source names both 10 and 20 µM as test concentration; values of inactives mirror those of a sister screen read the other way
# MPTP block: inhibitors of mitochondrial permeability transition pore; AID 602449; isolated mouse mitochondria, Ca2+ swelling absorbance, 30 min; inhibition, % at 10 µM; hit rate 1.4% among 360,000;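 active = inhibition of 50% or more, scaled per plate between neutral and stimulator controls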;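 also: 0% = DMSO wells given calcium and 100% = 1 mM EGTA wells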
# A3A deaminase: human APOBEC3A DNA deaminase inhibition. P31941. inhibition, % at 20 µM. AID 493011. hit rate 0.41% among 330,000. recombinant A3A, FAM/TAMRA ssDNA deamination fluorescence;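 active = at least 40% inhibition at 20 µM here, with at most 30% in a related deaminase screen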;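 also: plate controls were A3A with DMSO for no effect and wells lacking A3A enzyme for full effect; some results filed as inactive read as strong as hits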
# Target sequence (P31941 whole entry, looked up): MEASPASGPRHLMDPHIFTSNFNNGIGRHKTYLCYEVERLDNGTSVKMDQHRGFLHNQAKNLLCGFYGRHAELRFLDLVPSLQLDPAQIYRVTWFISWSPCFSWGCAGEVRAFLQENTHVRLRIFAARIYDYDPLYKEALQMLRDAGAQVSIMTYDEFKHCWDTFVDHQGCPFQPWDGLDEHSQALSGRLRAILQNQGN
# hIAP inh: human IAP inhibition. inhibition, % at 10 µM. purified IAP, CDP-Star luminescence, 30 min. P09923. hit rate 0.12% among 330,000;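 active = inhibition reaching a set limit with compound at 10 µM in the primary screen, cut at about 35% in these data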;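 also: plate controls were DMSO wells with enzyme for no effect and no-enzyme buffer wells for full effect; values of inactives mirror those of a sister screen read the other way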
# The depositor's hits bear a star; . = not tested or not shown.
# Every second line gives: APOBEC3G inh | GRIN3A LBD mod | mIAP block | mIAP activ | beta cell repl | hIAP act | MPTP block | A3A deaminase | hIAP inh
- O=C(CCn1c(=O)[nH]c2ccsc2c1=O)Nc1ccc(F)c(F)c1
    -4 | 1 | 0 | 1 | -3 | 1.1 | 3.6 | -2 | -15
- C=CCc1cccc2cc(C(=O)Nc3ccc(F)cc3)c(=O)oc12
    -9 | 2 | 2 | 0.98 | 0 | 0.97 | 2.5 | 0 | 3
- CCOC(=O)c1c(C)[nH]c(C2=NNC(=NC(C)COC)SC2)c1C (stereo not given)
    -5 | -2 | 5 | 0.95 | -4 | 0.98 | 0.7 | 3 | 2
- Cc1cc(C(=O)OCC(=O)Nc2ccccc2Cl)c(C)o1
    -3 | 1 | -6 | 1.1 | 1 | 1 | -1.2 | -2 | -3
- COCCN1C=C(C(=O)OC)C(c2cc3c(cc2Br)OCO3)C(C(=O)OC)=C1
    -2 | -1 | 8 | 0.92 | -3 | 1 | . | 0 | 0
- N#CCCN1CCC(NC(=O)OCc2ccccc2)CCC1=O (stereo not given)
    -7 | 3 | -6 | 1.1 | 1 | 1.2 | -0.4 | -3 | -24
- CC(C)NC(=O)[C@@H]1C[C@@]1(C)[C@@H](NC(=O)OCc1ccccc1)c1ccccc1
    -4 | 1 | -12 | 1.1 | -4 | 0.94 | -0.5 | -3 | 6
- COc1ccc(-c2cc(C(=O)NCC3CCCO3)c3cc(C(C)C)ccc3n2)cc1 (stereo not given)
    -8 | -3 | 10 | 0.91 | -2 | 0.94 | 0.4 | -5 | 6
- CCOc1ccc2nc(NC(=O)c3ccco3)sc2c1
    -1 | 8 | -8 | 1.1 | -3 | 1.3 | -0.6 | 4 | -27
- CCOc1ccc(N(C(=O)c2snc(C(N)=O)c2N)C(C(=O)NCC2CCCO2)c2ccc(C)o2)cc1 (stereo not given)
    -9 | -3 | 1 | 0.99 | 1 | 1 | -2.3 | -4 | -2
- CS(=O)(=O)N(CC(=O)NCc1ccco1)c1cccc([N+](=O)[O-])c1
    -7 | -2 | 4 | 0.96 | -4 | 1.1 | 0.1 | -3 | -8
- C=CCc1ccccc1OCC(O)CNC (stereo not given)
    -10 | 3 | 5 | 0.95 | 0 | 1.1 | 0.7 | -9 | -9
- CCOC(=O)N1CCN(C(=O)CCC(=O)N2CCOc3ccc(C)cc32)CC1
    0 | 1 | -1 | 1 | -3 | 1.2 | 3.9 | 7 | -21
- CCOC(=O)C1=C(C)NC(=O)NC1c1c(OCC(=O)N2CCCCC2)ccc2ccccc12 (stereo not given)
    -3 | -1 | -4 | 1 | -2 | 0.82 | 3.0 | -3 | 18
- CC[C@@]12C(=O)N(c3cccc(C)c3)C(=O)N1[C@H](c1ccc(Br)cc1)[C@@H]1C(=O)N(C(C)(C)C)C(=O)[C@@H]12
    -13 | -12 | -6 | 1.1 | -3 | 0.88 | -0.2 | -6 | 12
- Cc1cc(Br)cc(/C=N/NC(=O)c2ccc3c(c2)OCO3)c1O
    -8 | 6 | 21 | 0.79 | -4 | 1.6 | 65* | 0 | -62
- Cn1c(=O)c2c(nc(SCC(=O)NCC3CCCO3)n2Cc2ccc(F)cc2)n(C)c1=O (stereo not given)
    1 | -1 | 4 | 0.96 | 0 | 0.94 | -1.5 | 2 | 6
- Cc1ccc(S(=O)(=O)N(C)Cc2ccc(-c3nnco3)cc2)cc1
    -1 | -1 | -6 | 1.1 | 2 | 1.4 | -0.1 | -1 | -36
- COc1ccc(-c2cc3cc(OC)c(OC)cc3cn2)cc1
    0 | -5 | 1 | 0.99 | 4 | 1 | 1.3 | 3 | 0
- COc1ccc(/C=N/NC(=O)CNC(=O)/C=C/c2ccco2)cc1OC
    -3 | 0 | 3 | 0.97 | 4 | 0.91 | -1.8 | -1 | 9
- Cc1cc(C)c(NC(=O)c2ccc3c(c2)CCN3S(C)(=O)=O)c(C)c1
    -3 | 5 | 0 | 1 | 2 | 0.97 | 0.6 | 1 | 3
- CC(=O)N(CCCN(C)C)Cc1ccccn1
    -2 | -1 | 3 | 0.97 | 3 | 1.3 | 0.9 | -2 | -29
- COc1ccc(-c2c(C(=O)O)c(-c3ccccc3)cn2C)cc1
    15 | 2 | -4 | 1 | -5 | 1.3 | -1.3 | -5 | -26
- O=C(NCc1ccccn1)Nc1cccc([N+](=O)[O-])c1
    0 | 3 | 3 | 0.97 | -2 | 1.2 | 0.6 | -5 | -23
- O=C(O)CN1C(=O)/C(=C\c2ccccc2OCc2ccc(Cl)cc2)SC1=S
    -7 | 6 | 15 | 0.85 | -6 | 0.84 | 5.5 | -3 | 16
- CCc1ccc(/C=C2\SC(N3CCCC3)=NC2=O)cc1
    -7 | -3 | 2 | 0.97 | 0 | 0.89 | -0.1 | 4 | 11
- CC(C)CC(C(=O)NC(C)(C)C)N(CC1CCCO1)C(=O)c1snc(C(N)=O)c1N (stereo not given)
    -8 | 0 | -3 | 1 | 2 | 1 | -1.0 | -3 | -5
- Cc1ccc(-c2nc3c(c(=O)[nH]c(=O)n3Cc3ccccc3)n2C)s1
    -3 | . | 6 | 0.94 | -1 | 1.1 | . | -2 | -8
- N#C/C(C(=O)NCc1ccccc1)=C1\SC(CCO)C(=O)N1c1ccccc1 (stereo not given)
    -1 | 1 | 1 | 0.99 | 0 | 1.3 | 3.4 | -1 | -34
- CC(CN1CCOCC1)OC(=O)COc1ccc(F)cc1 (stereo not given)
    -4 | 1 | -8 | 1.1 | 0 | 0.9 | -0.1 | -1 | 10
- CCn1c(CSCc2ccc(F)cc2)nnc1SCC(=O)N1CCN(c2ccccc2)CC1
    -9 | -2 | 4 | 0.96 | -3 | 0.86 | -3.9 | -6 | 14

# Reprinted at random: four compounds from above.
# Every second line gives: APOBEC3G inh | GRIN3A LBD mod | mIAP block | mIAP activ | beta cell repl | hIAP act | MPTP block | A3A deaminase | hIAP inh
- N#C/C(C(=O)NCc1ccccc1)=C1\SC(CCO)C(=O)N1c1ccccc1 (stereo not given)
    -1 | 1 | 1 | 0.99 | 0 | 1.3 | 3.4 | -1 | -34
- COCCN1C=C(C(=O)OC)C(c2cc3c(cc2Br)OCO3)C(C(=O)OC)=C1
    -2 | -1 | 8 | 0.92 | -3 | 1 | . | 0 | 0
- CCOc1ccc2nc(NC(=O)c3ccco3)sc2c1
    -1 | 8 | -8 | 1.1 | -3 | 1.3 | -0.6 | 4 | -27
- COc1ccc(-c2cc(C(=O)NCC3CCCO3)c3cc(C(C)C)ccc3n2)cc1 (stereo not given)
    -8 | -3 | 10 | 0.91 | -2 | 0.94 | 0.4 | -5 | 6

# MPTP block, what is marked active above.
mol | APOBEC3G inh | GRIN3A LBD mod | mIAP block | mIAP activ | hIAP act | MPTP block | A3A deaminase | hIAP inh
Cc1cc(Br)cc(/C=N/NC(=O)c2ccc3c(c2)OCO3)c1O | -8 | 6 | 21 | 0.79 | 1.6 | 65* | 0 | -62
